Assay outcomes as filed in PubChem BioAssay.
ER stress rescue = rescue of cells from ER stress-induced death, primary screen, 384-well, CSM14.1, thapsigargin, ATP luminescence (AID 1222); CSM14.1 thapsigargin-induced death rescue, ATP luminescence; higher % means a stronger effect; one-dose cellular ATP content (survival), % at 20 µM; EC50 in µM for titrated hits; 190,000 tested, under 10 active;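 active = EC50 below 50 µM in the dose-response confirmation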;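 also: death triggered by thapsigargin at about 15 µM added after 2 h compound pretreatment; cell ATP read after overnight thapsigargin exposure of roughly 18 to 22 hours; normalized against plate controls of thapsigargin alone and 5% DMSO vehicle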
West Nile antiviral = West Nile virus antiviral activity, cell-based, CPE readout (AID 1621); West Nile virus-infected cells, CPE inhibition; higher % means a stronger effect; one-dose CPE inhibition, % at 10 µM; IC50 in µM for titrated hits; 290,000 compounds, 0.02% hits; in the data active = a potency from the dose series; inconclusive = CPE inhibition mostly from about 3.7% at the one dose, without a potency; inactive = the rest, 99 in 100 with CPE inhibition below about 2.2%; also: strong numbers were not always called active
Dengue-2 NS5 capping = Dengue-2 NS5 methyltransferase inhibitors, primary screen, biochemical, confirmation dose response (AID 588689) | Genome polyprotein (Dengue virus type 2 (strain 16681-PDK53)) | Dengue-2 NS5 methyltransferase capping enzyme assay, biochemical; higher % means a stronger effect | inhibition, % at 25 µM; hits with a dose series show IC50 in µM | 340,000 compounds, 0.3% hits; in the data active = a potency from the dose series; inconclusive = inhibition above about 29% without an active follow-up result
RSV antiviral HEp-2 = RSV antiviral activity via CPE protection, HEp-2 cells, primary 10 µM value included (AID 2391); HEp-2 cells, RSV-induced CPE inhibition; higher % means a stronger effect; CPE inhibition, % at 10 µM, or IC50 in µM where a hit was titrated; 310,000 compounds, 0.13% hits; in the data active = a potency from the dose series; inconclusive = CPE inhibition mostly from about 23% at the one dose, without a potency; inactive = the rest, 99 in 100 with CPE inhibition below about 21%; also: strong numbers were not always called active
SV40 large T antigen = SV40 large T antigen inhibitors, biochemical (AID 1903); one-dose inhibition, % at 20 µM; IC50 in µM for titrated hits; 310,000 compounds, 0.39% hits; SV40 large T antigen ATPase/helicase inhibition assay; higher % means a stronger effect; in the data active = a potency from the dose series; inconclusive = inhibition mostly from about 32% at the one dose, without a potency; inactive = the rest, 99 in 100 with inhibition below about 32%; also: strong numbers were not always called active
K1F lysis inhibition = inhibition of K1F phage lysis, E. coli UTI89, bacterial capsule biogenesis inhibitors, alamar blue (AID 488966); E. coli UTI89 K1F phage lysis, alamar blue, 2 h; higher % means a stronger effect; 340,000 compounds, 0.02% hits; inhibition, % at 100 µM, or IC50 in µM where a hit was titrated;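 active = phage lysis inhibition, versus mean bacterial control, above a set limit; inconclusive = no clear call, values can overlap the other calls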;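 also: capsule biogenesis inhibitors block K1F phage lysis so surviving cells raise fluorescence; higher fluorescence means more inhibition of phage lysis; actives were called in the ten point dose series up to 300 µM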
XIAP antagonists = XIAP antagonists, biochemical, IAP family, fluorescence polarization (AID 1018); E3 ubiquitin-protein ligase XIAP (Homo sapiens); XIAP BIR domain, fluorescence polarization peptide displacement; higher % means a stronger effect; displacement, % at 20 µM; hits with a dose series show IC50 in µM; 200,000 compounds, 0.007% hits; in the data active = displacement above about 50%; also: a part of the inactive calls stands beside numbers as strong as those of hits
WT yeast gro inh = growth inhibition of WT strain, primary screen, mitochondrial fusion inhibitor project, WT and mutant strains, chemical genetic | inhibition, % at 10 µM | mitochondrial fusion phenotypic screen | 190,000 compounds, 2.1% hits; in the data active = inhibition above about 58%; tested in S. cerevisiae
Yfh1-depleted yeast = enhancers of respiration in Yfh1-depleted yeast, dose response, Friedreich's ataxia, plus single-dose screen (AID 1465) | S. cerevisiae Yfh1-off respiration, WST-1 reduction, 72 h; higher fold induction means a stronger effect | fold induction at 50 µM; hits with a dose series show EC50 in µM | 220,000 compounds, 0.074% hits;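 active = fold induction of absorbance versus untreated yeast above a set limit, then at least 30% activation at any dose in follow-up; inconclusive = repeats straddling the limit, or above it without dose testing; inactive = fold induction below the set limit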;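 also: activators that raise dye reduction in frataxin-depleted yeast; strong numbers were not always called active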
WT yeast gro inh mutant strain = recorded beside WT yeast gro inh, whose call it bears; inhibition, %; mitochondrial fusion phenotypic screen, mutant strain inhibition
Starred values were filed as active, the others as inactive; & = joins results of further samples; [ ] = remark or other dose.

NC(=O)c1cc([N+](=O)[O-])ccc1NCc1cccnc1 was read as ER stress rescue 0.8%, West Nile antiviral 0.2%, Dengue-2 NS5 capping -5%, RSV antiviral HEp-2 -1.4%, SV40 large T antigen 7%, K1F lysis inhibition -0.6%, XIAP antagonists -3.7%, WT yeast gro inh -10, Yfh1-depleted yeast inactive and WT yeast gro inh mutant strain -2.
Screening O=C(CN1CCN(c2ccccc2)CC1)N1CCc2ccccc21 returned West Nile antiviral 0.4%, Dengue-2 NS5 capping -7%, RSV antiviral HEp-2 1.1%, SV40 large T antigen 4% and K1F lysis inhibition 0.2%.
`CC1CCCC(C)N1CCCNC(=O)c1csc2c1CCCCC2` (stereo unspecified) gave West Nile antiviral -0.4%, Dengue-2 NS5 capping -2%, RSV antiviral HEp-2 -0.6%, SV40 large T antigen 4% and K1F lysis inhibition 0.2%.
For Cn1c(N)c(C(=O)COC(=O)CNS(=O)(=O)c2ccc(Cl)c(Cl)c2)c(=O)n(C)c1=O the results were ER stress rescue -2.2%, West Nile antiviral 0.7%, Dengue-2 NS5 capping -1%, RSV antiviral HEp-2 1.6%, SV40 large T antigen 1%, K1F lysis inhibition 2.6%, XIAP antagonists -2.5%, WT yeast gro inh -22, Yfh1-depleted yeast inactive and WT yeast gro inh mutant strain -26.
Screening COc1ccc(CNC(=O)CN2C(=O)CC(c3ccccc3)=Nc3ccccc32)cc1 returned ER stress rescue 0.4%, West Nile antiviral -0.7%, Dengue-2 NS5 capping 2%, RSV antiviral HEp-2 -0.9%, SV40 large T antigen -4%, K1F lysis inhibition 0.1%, XIAP antagonists -4.7%, WT yeast gro inh -7, Yfh1-depleted yeast inactive and WT yeast gro inh mutant strain -6.
Cc1ccc(C(=O)CSc2nnc(COc3ccc(C#N)cc3)n2-c2ccccc2)cc1 was read as ER stress rescue -4.9%, West Nile antiviral 0.2%, Dengue-2 NS5 capping -5%, RSV antiviral HEp-2 2.8%, SV40 large T antigen 3%, K1F lysis inhibition 2.7%, XIAP antagonists 0.9%, WT yeast gro inh -7, Yfh1-depleted yeast inactive and WT yeast gro inh mutant strain 7.
`COc1ccc(C(c2c(N)[nH]c(=S)[nH]c2=O)c2c(N)[nH]c(=S)[nH]c2=O)cc1` gave West Nile antiviral 0.2%, Dengue-2 NS5 capping 6%, RSV antiviral HEp-2 1.0%, SV40 large T antigen 20%, K1F lysis inhibition 2.5% and Yfh1-depleted yeast inactive.
`COCCN1C=C2C(=O)C(C)(OC(=O)CCC(=O)OC)C(=O)C(Br)=C2C=C1c1ccc(OC)cc1` (stereo unspecified) gave West Nile antiviral -0.8%, Dengue-2 NS5 capping inconclusive, RSV antiviral HEp-2 -0.7%, SV40 large T antigen 23%, K1F lysis inhibition 2.4% and Yfh1-depleted yeast inactive.
O=C1CCCc2nc3nc4ccccc4n3cc21 was read as ER stress rescue -3.0%, West Nile antiviral -0.5%, SV40 large T antigen 6%, XIAP antagonists -6.6%, WT yeast gro inh -17, Yfh1-depleted yeast inactive and WT yeast gro inh mutant strain -18.
Screening CC(=O)NC(=S)NNC(=O)COc1ccc(Br)cc1 returned West Nile antiviral -0.7%, Dengue-2 NS5 capping 4%, SV40 large T antigen 12%, K1F lysis inhibition -0.3%, XIAP antagonists -2.2%, WT yeast gro inh 10, Yfh1-depleted yeast inactive and WT yeast gro inh mutant strain 14.
Screening Cc1ccc(N=Cc2nc(-c3ccco3)oc2O)cc1 returned ER stress rescue 0.8%, West Nile antiviral 0.7%, Dengue-2 NS5 capping -3%, RSV antiviral HEp-2 1.0%, SV40 large T antigen 3%, K1F lysis inhibition 4.1%, XIAP antagonists -3.2%, WT yeast gro inh 14, Yfh1-depleted yeast inactive and WT yeast gro inh mutant strain 6.
For O=c1[nH]c(=S)n(C2CCCCC2)c(O)c1C=NCCN1CCOCC1 the results were West Nile antiviral 0.1%, Dengue-2 NS5 capping 2%, RSV antiviral HEp-2 2.7%, SV40 large T antigen 8%, K1F lysis inhibition 1.4% and Yfh1-depleted yeast inactive.
For Cc1ccc(C(=O)O)cc1NC(=O)Nc1cccc2ccccc12 the results were West Nile antiviral 1.4%, Dengue-2 NS5 capping 7%, RSV antiviral HEp-2 1.4%, SV40 large T antigen 13% and K1F lysis inhibition -0.2%.
CCOC(=O)C1CCCN(CCC(=O)Nc2ccccc2)C1 (stereo unspecified) was read as ER stress rescue -2.7%, West Nile antiviral 0.4%, Dengue-2 NS5 capping 2%, RSV antiviral HEp-2 0.0%, SV40 large T antigen 3%, K1F lysis inhibition 0.2%, XIAP antagonists -5.7%, WT yeast gro inh -4, Yfh1-depleted yeast inactive and WT yeast gro inh mutant strain -11.
`O=C(N/N=C/c1cccc2ccccc12)c1cc(C2CC2)[nH]n1` gave West Nile antiviral -0.3%, Dengue-2 NS5 capping 6%, RSV antiviral HEp-2 inconclusive, SV40 large T antigen 9% and K1F lysis inhibition -1.8%.
`O=C(Nc1ccc(F)cc1)c1cccnc1Oc1ccccc1` gave West Nile antiviral 0.1%, Dengue-2 NS5 capping -2%, RSV antiviral HEp-2 3.3%, SV40 large T antigen 7% and K1F lysis inhibition 0.1%.
`Cc1nn(-c2ccccc2)c(Cl)c1/C=N/NC(=O)c1ccccc1NS(=O)(=O)c1cccs1` gave ER stress rescue 1.5%, West Nile antiviral -1.0%, Dengue-2 NS5 capping 16%, RSV antiviral HEp-2 11%, SV40 large T antigen 8%, K1F lysis inhibition 1.0%, XIAP antagonists 1.3%, WT yeast gro inh -16, Yfh1-depleted yeast inactive and WT yeast gro inh mutant strain -7.
Screening Cc1nn(CC(=O)NN)c(C)c1Br returned West Nile antiviral 0.5%, RSV antiviral HEp-2 -1.4%, SV40 large T antigen 0% and Yfh1-depleted yeast inactive.
Screening NC(=O)CC(NC(=O)c1ccccc1)c1ccc(NCCN2CCCCC2)c([N+](=O)[O-])c1 (stereo unspecified) returned West Nile antiviral 1.1%, Dengue-2 NS5 capping -1%, RSV antiviral HEp-2 1.7%, SV40 large T antigen 6% and K1F lysis inhibition 0.5%.
Screening O=C1CN(C(=O)c2ccccc2Cl)c2ccccc2N1 returned West Nile antiviral -1.1%, Dengue-2 NS5 capping 5%, RSV antiviral HEp-2 0.4%, SV40 large T antigen 18% and K1F lysis inhibition 1.3%.
Screening COc1ccccc1N(CN1CCCC1=O)C(=O)c1c(F)cccc1Cl returned West Nile antiviral -0.3%, Dengue-2 NS5 capping 0%, RSV antiviral HEp-2 1.6%, SV40 large T antigen 0%, K1F lysis inhibition 0.4%, XIAP antagonists -6.1%, WT yeast gro inh 14, Yfh1-depleted yeast inactive and WT yeast gro inh mutant strain 12.
Screening COc1cccc(C2CC(c3ccc(C)cc3)n3nc(N)nc3N2)c1 (stereo unspecified) returned ER stress rescue -2.2%, West Nile antiviral 0.5%, Dengue-2 NS5 capping -6%, RSV antiviral HEp-2 0.4%, SV40 large T antigen 6%, K1F lysis inhibition 4.0%, XIAP antagonists -1.4%, WT yeast gro inh 0, Yfh1-depleted yeast inactive and WT yeast gro inh mutant strain 5.
Screening Cc1cc(S(=O)(=O)Nc2ccc(C(=O)NCCCN3CCCC3=O)cc2)ccc1F returned Dengue-2 NS5 capping 1%, RSV antiviral HEp-2 -1.4%, SV40 large T antigen 4% and K1F lysis inhibition 0.3%[50 µM].
For O=C(CSc1nc2[nH]ncc2c(=O)[nH]1)Nc1ccc(OC(F)(F)F)cc1 the results were Dengue-2 NS5 capping -9%, RSV antiviral HEp-2 11%, SV40 large T antigen 1% and K1F lysis inhibition 0.7%[50 µM].
Screening O=c1[nH]c(=O)n(CCOc2ccc(Cl)cc2)cc1Br returned ER stress rescue 1.1%, West Nile antiviral -0.3%, Dengue-2 NS5 capping -5%, RSV antiviral HEp-2 2.0%, SV40 large T antigen 5%, K1F lysis inhibition 0.2%, XIAP antagonists -5.1%, WT yeast gro inh -20, Yfh1-depleted yeast inactive and WT yeast gro inh mutant strain 1.
`COc1ccc(NC2=C3CC(C)CC=C3N(c3ccc(OC)cc3)C2=O)cc1` (stereo unspecified) gave ER stress rescue -1.9%, West Nile antiviral -0.4%, Dengue-2 NS5 capping 0%, RSV antiviral HEp-2 4.0%, SV40 large T antigen 15%, K1F lysis inhibition 0.0%, XIAP antagonists -4.0%, WT yeast gro inh 1, Yfh1-depleted yeast inactive and WT yeast gro inh mutant strain 12.
Screening COc1ccc(OC(C)C(=O)NC2CCCCCC2)cc1 (stereo unspecified) returned West Nile antiviral -0.6%, Dengue-2 NS5 capping 1%, RSV antiviral HEp-2 1.4%, SV40 large T antigen 11% and K1F lysis inhibition 1.3%.
For C(C#CCCCCCCCCC[n+]1ccccc1)#CCCCCCCCCC[n+]1ccccc1 the results were West Nile antiviral -0.5%, Dengue-2 NS5 capping -15%&-2%, RSV antiviral HEp-2 -1.3%, SV40 large T antigen 21% and K1F lysis inhibition -0.7%&-0.2%.
O=C(Nc1ccccc1-c1ccccc1)c1ccccc1 was read as West Nile antiviral -0.3%, Dengue-2 NS5 capping 2%, RSV antiviral HEp-2 2.2%, SV40 large T antigen 3% and K1F lysis inhibition 0.1%.
`N#C/C(=C\c1cccn1-c1ccccc1)C(=O)NC1CCCCC1` gave ER stress rescue 0.9%, West Nile antiviral -0.5%, Dengue-2 NS5 capping -1%, RSV antiviral HEp-2 -0.3%, SV40 large T antigen 14%, K1F lysis inhibition 9.7%, XIAP antagonists -2.0%, WT yeast gro inh 32, Yfh1-depleted yeast inactive and WT yeast gro inh mutant strain 2.
CN(C)S(=O)(=O)c1ccc(Cl)c(C(=O)Nc2cccc3ncccc23)c1 was read as West Nile antiviral -0.1%, Dengue-2 NS5 capping 6%, RSV antiviral HEp-2 2.6%, SV40 large T antigen 9% and K1F lysis inhibition 0.3%.
For Cc1cc2c(c(=O)n1Cc1cccnc1)C(c1cccs1)C(C#N)=C(N)O2 (stereo unspecified) the results were ER stress rescue 3.8%, West Nile antiviral -0.1%, Dengue-2 NS5 capping -7%, RSV antiviral HEp-2 2.5%, SV40 large T antigen 3%, K1F lysis inhibition -1.5%, XIAP antagonists -2.0%, WT yeast gro inh -3, Yfh1-depleted yeast inactive and WT yeast gro inh mutant strain 5.
O=c1cc(C(F)(F)F)[nH]c2c(C(F)(F)F)cccc12 was read as ER stress rescue -3.0%, West Nile antiviral -0.7%, Dengue-2 NS5 capping -11%, RSV antiviral HEp-2 -1.3%, SV40 large T antigen 7%, K1F lysis inhibition -1.9%, XIAP antagonists -8.1%, WT yeast gro inh 78*, Yfh1-depleted yeast inactive and WT yeast gro inh mutant strain 71*.
